NPC1 promoter act = activates the NPC1 promoter. Potency, µM (top dose mostly 9.22 µM), for inactives: at the highest dose activation, usual class: activators. actives 2.4% (n = 320,000). Huh7 NPC1 promoter luciferase reporter, 24 h;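 further: % of control where 0% means no effect; nearly all actives have a fitted effect of over 60% in size; reporter is driven by a mutant NPC1 promoter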
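Quantitative HTS used a cell-based reporter: Huh7 cells stably bearing the NPC1 promoter upstream of luciferase were treated with compounds for 24 h, and promoter activation was read as luminescence.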
MBNL1 CUG block = blocks human MBNL1 binding to CUG repeat RNA; actives 0.036% (n = 280,000); Potency, µM (top dose mostly 57.5 µM), without a hit: top-dose activity change, negative = inhibition, hits mostly inhibitors; TR-FRET MBNL1-His/biotin-(CUG)12 binding, 665/545 ratio; Q9NR56; active means well fitted inhibition curve with a large enough effect in the signal ratio, with a control signal flat, not every such curve was filed as active; inconclusive means small, poorly fitted or top-dose-only effect, or effect the other way, or a change in a side signal; inactive means no such curve, though single readings can be large or run the other way; the % refers to the signal ratio; further: on the % scale 0 is the no-effect control and ±100 the full control effect
Target sequence (Q9NR56 whole entry, looked up): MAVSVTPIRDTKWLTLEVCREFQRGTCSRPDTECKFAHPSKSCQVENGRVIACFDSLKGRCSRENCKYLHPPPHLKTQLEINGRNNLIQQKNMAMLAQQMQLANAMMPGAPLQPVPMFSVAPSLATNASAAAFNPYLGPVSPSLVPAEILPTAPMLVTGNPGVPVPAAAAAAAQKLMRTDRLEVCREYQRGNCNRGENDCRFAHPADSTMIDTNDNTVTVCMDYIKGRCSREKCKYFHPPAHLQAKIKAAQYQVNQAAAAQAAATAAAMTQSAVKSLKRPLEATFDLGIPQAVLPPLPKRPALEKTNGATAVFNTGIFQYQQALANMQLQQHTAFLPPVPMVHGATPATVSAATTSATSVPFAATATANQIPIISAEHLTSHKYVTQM
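MBNL1-His + Biotin-(CUG)12, cpd titration 92 nM–58 uM; Tb anti-His Ab 0.055 ng/ul, SA-XL665 5 nM (final); 60 min RT; ratiometric 665/545 nm, Ex 340 nm; normalized to buffer and full-complex controls.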
Rab9 prom act = activates the Rab9 promoter; Potency, µM (doses to about 9.22 µM), for the others: top-dose activation, negative = inhibition, hits mostly activators; AID 485297; Huh7 Rab9 promoter-luciferase reporter, luminescence, 24 h; actives 2.8% (n = 320,000); further: % of control where 0% means no effect; nearly all actives have a fitted effect of over 60% in size
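Using Huh7 cells stably transfected with Rab9 promoter–luciferase, compounds were incubated 24 h at 37 °C, 5% CO2; luciferase luminescence was read 10 min after reagent addition.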
RORgamma inh = inhibitors of mouse ROR gamma transcriptional activity | P51450 | Drosophila S2 Gal4-RORgamma UAS-luciferase reporter, 20 h | Potency, µM (titrated, usually from 53.6 µM), for inactives: top-dose activity change, negative = inhibition, actives largely listed as inhibitors | actives 5.4% (n = 310,000); further: on the % scale 0 is the no-effect control and ±100 the full control effect; nearly all actives have a fitted effect of over 60% in size
Target sequence (P51450 whole entry, looked up, the tested form may be a part): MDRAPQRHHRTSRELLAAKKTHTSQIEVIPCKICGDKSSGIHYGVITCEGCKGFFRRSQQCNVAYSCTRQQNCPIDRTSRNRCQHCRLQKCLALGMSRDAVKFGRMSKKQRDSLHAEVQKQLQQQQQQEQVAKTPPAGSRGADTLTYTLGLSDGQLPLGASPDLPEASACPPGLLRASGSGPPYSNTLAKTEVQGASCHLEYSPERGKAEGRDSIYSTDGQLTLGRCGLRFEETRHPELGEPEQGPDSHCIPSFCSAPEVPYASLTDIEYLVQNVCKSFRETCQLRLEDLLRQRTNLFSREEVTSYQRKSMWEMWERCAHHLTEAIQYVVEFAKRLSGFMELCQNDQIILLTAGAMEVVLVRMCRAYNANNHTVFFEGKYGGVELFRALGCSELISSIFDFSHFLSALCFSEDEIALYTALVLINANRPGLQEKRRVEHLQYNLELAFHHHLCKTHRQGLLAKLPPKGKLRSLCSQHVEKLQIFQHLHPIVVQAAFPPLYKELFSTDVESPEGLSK
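In this cell-based reporter format, copper sulfate (700 uM final) drives Gal4–ROR gamma fusion expression from a metallothionein promoter in Drosophila Schneider cells; compounds preincubated 1 hr, reporter read after 20 hr at ambient temperature.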
uPA surface inh = cell surface uPA generation inhibition. Potency, µM (series often up to 38.3 µM), for inactives: at the highest dose activity change, negative = inhibition, usual class: inhibitors. cell surface uPA generation assay, qHTS. actives 0.31% (n = 330,000); active means well fitted inhibition curve with a large enough effect; inconclusive means small, poorly fitted or top-dose-only effect; inactive means no such curve, though single readings can be large or run the other way; tested in mouse RAW 264.7 cells; further: on the % scale 0 is the no-effect control and ±100 the full control effect; nearly all actives have a fitted effect of over 55% in size
ELG1 genotox = genotoxicity induction in ELG1-luciferase HEK293T cells; HEK293T ELG1-luciferase reporter, luminescence, 16 h; Potency, µM (doses to about 46 µM), without a hit: top-dose activity change, positive = activation, most hits filed as activators; actives 1.3% (n = 330,000); further: % of control where 0% means no effect; nearly all actives have a fitted effect of over 60% in size
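16 hr compound incubation (37 °C, 5% CO2) of HEK293T cells carrying luciferase-tagged ELG1; luciferase then measured by ONE-Glo luminescence after 30 min at RT.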
BRCA1 expr act = increases BRCA1 expression. Potency, µM (top dose mostly 46.1 µM), inactives show top-dose activation, actives largely listed as activators. MCF7-BRCA1-FFLuc reporter, luminescence, 48 h; response scale: scaled: vehicle 0%, 10 µM genistein 100%. actives 1.1% (n = 380,000); further: nearly all actives have a fitted effect of over 80% in size; some results filed as inactive show a strong effect at the top dose
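Cells: MCF7-BRCA1-FFLuc, 2000/well. Exposure: 48 h, 37 °C, 5% CO2. Read: luminescence, 15 min post-substrate. Controls: genistein 10 microM (maximal activation), DMSO (neutral).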
Gal4-VP16 FLuc = counter-screen for ROR gamma inhibitors: Gal4-VP16 reporter; Drosophila S2 Gal4-VP16 UAS-luciferase, luminescence, 20 h; Potency, µM (highest dose often 53.6 µM), for inactives: at the top dose activity, negative = inhibition, usual class: inhibitors; actives 3.5% (n = 310,000);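 further: Gal4-VP16 expression switched on by copper sulfate through the metallothionein promoter; on the % scale 0 is the no-effect control and ±100 the full control effect; nearly all actives have a fitted effect of over 50% in size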
p53 reactivator = mutant p53 re-activation in reporter cells; Potency, µM (doses to about 92.2 µM), for inactives: at the highest dose activity change, positive = activation, most hits filed as activators; AID 504706; actives 0.063% (n = 320,000); H1299 p53-A138V BP100-luciferase reporter, luminescence, 24 h; further: % of control where 0% means no effect; nearly all actives have a fitted effect of over 45% in size
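H1299 (p53-null), stable ts p53-A138V + BP100-Luc; 1000 cells/well, Opti-MEM/10% FBS; cpd 4 pt, 1:5; 24 h, 37 deg C, 5% CO2; detection reagent 10 min RT; luminescence.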
FLuc modulator = counter-screen for miR-21 project: firefly luciferase inhibitors or activators. Potency, µM (highest dose often 57.5 µM), inactives show top-dose activity change, negative = inhibition, most hits filed as inhibitors. actives 6.9% (n = 360,000). purified FLuc, Km substrates, luminescence inhibition;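 further: plate controls were vehicle for no effect and reference inhibitor for full effect; nearly all actives have a fitted effect of over 55% in size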
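Biochemical qHTS of compounds, final roughly 60 µM downward over six points, against 10 nM purified firefly luciferase using Km concentrations of substrates (10 uM D-luciferin, 10 uM ATP) in Tris acetate pH 7.5 buffer; luminescence output.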
Numbers without * were called inactive; ? = inconclusive; / = not tested or not shown; & = joins results of further samples; [ ] = remark or other dose. Unless noted, the call rests on the fitted dose curve; in most records, active means well fitted curve in the direction sought with a large enough effect; inconclusive means small, poorly fitted or top-dose-only effect, or another doubt; inactive means no such curve, though single readings can be large; an effect the other way counts as inactive or inconclusive. Potency means the concentration at half of the fitted maximal effect.

No.	SMILES	NPC1 promoter act	MBNL1 CUG block	Rab9 prom act	RORgamma inh	uPA surface inh	ELG1 genotox	BRCA1 expr act	Gal4-VP16 FLuc	p53 reactivator	FLuc modulator
1	O=C(COc1ccccc1[N+](=O)[O-])Nc1ccc2c(c1)CCC2	?	/	?	/	-9%	?	10µM*	/	?	?
2	Cc1ccc(NC(=O)CN2C(=O)N/C(=C/c3cc(C)n(-c4cccc(C(=O)O)c4)c3C)C2=O)cc1	-5%	13%	0%	3%	5%	3%	-17%	3%	4%	?
3	O=c1cc(/N=C/c2coc3cc(Br)ccc3c2=O)[nH]c(=S)[nH]1	-10%	/	-6%	30%	1%	-3%	-8%	2%	-4%	-16%
4	C=CCn1c(=O)c2c(C)c(C)sc2n2c(Nc3ccccc3)nnc12	-5%	-8%	2%	-3%	-10%	-3%	3%	-2%	-6%	0%
5	O=C(CC(=O)Nc1ccc(Cl)cc1)N/N=C\c1cccc(F)c1	-7%	2%	-3%	-29%	3%	-4%	1%	-1%	-1%	1%
6	Cc1cc(=O)[nH]c2nnc(-c3ccc(Cl)cc3)n12	2.8µM*	-3%	?	?	-17%	?	50%	-4%	24%	3.4µM*
7	COc1ccc(C(=O)O)cc1F	4%	-6%	?	-8%	1%	0%	-24%	0%	-3%	-1%
8	CC(=O)Nc1cc[n+](C(C)C(=O)c2ccccc2)cc1 (stereo not given)	4%	-3%	1%	-31%	3%	-4%	-5%	-16%	/	1%

Ordered by the number under RORgamma inh (rising): 3 from the list above.
item	Structure	NPC1 promoter act	Rab9 prom act	RORgamma inh	uPA surface inh	BRCA1 expr act	p53 reactivator
8	CC(=O)Nc1cc[n+](C(C)C(=O)c2ccccc2)cc1 (stereo not given)	4%	1%	-31%	3%	-5%	/
5	O=C(CC(=O)Nc1ccc(Cl)cc1)N/N=C\c1cccc(F)c1	-7%	-3%	-29%	3%	1%	-1%
4	C=CCn1c(=O)c2c(C)c(C)sc2n2c(Nc3ccccc3)nnc12	-5%	2%	-3%	-10%	3%	-6%

The listing continues:
No.	SMILES	NPC1 promoter act	MBNL1 CUG block	Rab9 prom act	RORgamma inh	uPA surface inh	ELG1 genotox	BRCA1 expr act	Gal4-VP16 FLuc	p53 reactivator	FLuc modulator
9	CC(C)Cc1cc(CN2CCC(CO)(Cc3cccc(C(F)(F)F)c3)CC2)[nH]n1	-2%	-2%	2%	4.5µM*	-5%	1%	-31%	?	-1%	-11%
10	Cc1c(NC(=S)NC(=O)C(c2ccccc2)c2ccccc2)cccc1C(=O)O	-2%	1%	7%	-23%	/	1%	3%	0%	-6%	1%
11	O=[N+]([O-])c1ccc(N2CCN(Cc3ccccc3)CC2)c(S(=O)(=O)N2CCOCC2)c1	2%	?	5%	?	-5%	-2%	-20%	-3%	-1%	8%
12	N#Cc1ccccc1S(=O)(=O)N1CCC(C(=O)Nc2cccc(C(=O)NC3CC3)c2)CC1	4%	/	1%	/	14%	0%	-14%	/	2%	-2%
13	O=C(c1ccccc1)N1CCN(S(=O)(=O)c2ccccc2)CC1	0%	-5%	-4%	-17%	5%	-3%	-6%&-4%	5%	-6%	-2%
14	CC(=O)C1=C(O)C(=O)N(CCCCCC(=O)O)C1c1ccc(N(C)C)cc1 (stereo not given)	0%	-2%	-4%	?	1%	0%	24%	-26%	0%	4%
15	COc1ccc(COc2cc(-c3cccc(OC)c3)nc3ccc(NC(=O)c4ccc(N(C)C)cc4)cc23)cc1	-13%	423%[activator]	-4%	3%[40.7 µM]	?	-2%	-55%	1%[40.7 µM]	0%	-2%
16	CN(Cc1ccccc1)Cc1nc2c([nH]1)c(=O)n(C)c(=O)n2C	0%	2%	-2%	-6%	4%	-1%	-1%	-14%	-3%	0%
17	C/C(=C\c1ccccc1)CN1CCN(C)CC1	6%	3%	-4%	-19%	0%	1%	-2%	-8%	/	0%
18	CC(=O)N1c2ccc(S(=O)(=O)N(C)c3cc(C)ccc3C)cc2CC1C (stereo not given)	-1%	-4%	-2%	-19%	4%	-4%	-1%	1%	-1%	-1%
19	COc1ccc(-c2noc(CCC(=O)N3CCN(c4ccccc4C)CC3)n2)cc1	/	/	/	/	12%	0%	2%	/	?	/
20	O=C(COc1ccccc1)Nc1ccc(CSc2ccccc2)cc1	-2%	-5%	19%	3%	3%	0%	90%	-7%	0%	1%
21	O=C(NCCOc1ccccc1Cl)c1ncn[nH]1	23%	-4%	?	27%	0%	?	1%	6%	6%	?
22	COc1ccc(NC(=O)CSCC(=O)Nc2nnc(C3CC3)s2)cc1	0%	/	0%	/	3%	1%	-15%	/	12%	0%
23	CCn1ncc(Br)c1C(=O)Nc1ccc(C(=O)OC(C)C)cc1	2%	-5%	-1%	34%	1%	1%	1%	?	11%	?
24	c1ccc(NCc2nnc3n2CCCCC3)cc1	0%	-5%	0%	5%	1%	2%	19%	3%	1%	3%
25	CC(C)c1nnc(NC(=O)CCS(=O)(=O)Cc2ccccc2)s1	9%	3%	6%	-24%	0%	3%	-26%	-7%	1%	-1%
26	O=C(Nc1ccccc1Cl)c1cc(S(=O)(=O)N2CCOCC2)cs1	0%	2%	-2%	13%	6%	-5%	2%[1.84 µM]	-21%	-2%	-1%
27	O=C(CC(Nc1cccc(Cl)c1Cl)C(=O)O)c1ccccc1 (stereo not given)	-4%	-2%	8%	11µM*	-7%	?	-54%	26%[10 µM]	15%	?
28	CCN(CC)CCC(=O)N1c2ccccc2Sc2ccc(Cl)cc21	0%	/	-3%	20%	?	-4%	-37%	-1%	5%	0%
29	Cc1ccc(C(=O)O)cc1NC(=O)Nc1ccc2c(c1)OCO2	13%	-12%	18%	9%	-3%	8%	?	-1%	9%	?
30	COc1ccc(C(=O)NCCc2ccccc2)cc1[N+](=O)[O-]	?	?	?	4%	-7%	12%	66%	-2%	6%	?
31	Cc1cc(Nc2ccccc2)nc(NCc2ccccc2)n1	-5%	40µM*	-8%	2.8µM*	-3%	0%	-64%	11µM*	10%	-3%
32	COc1ccc(-n2nc(C(=O)NCC(=O)NCCCN3CCOCC3)c3ccccc3c2=O)cc1Cl	1%	?	1%	3%	-1%	-6%	-46%	1%	0%	1%
33	OCc1cn(-c2ccc(Cl)cc2)nn1	0%	-3%	-5%	-2%	3%	7%	1%	4%	6%	2%
34	C(=C\c1nc(-c2ccccc2)no1)/c1ccccc1	1.6µM*	13%	0.56µM*	-25%	0%	?	?	-21%	/	1.3µM*
35	COC(=O)c1c(-c2cccnc2)csc1NC(=O)c1cc(C)on1	2µM*	5%	1.8µM*	?	/	?	?	27%	?	6µM*
36	COc1ccccc1NC(=O)CSc1nc(N)c(-c2ccccc2)c(=O)[nH]1	2%	-4%	-2%	19%	-1%	7%	0%	7%	-5%	-2%
37	O=C(NC1C2CC3CC(C2)CC1C3)c1ccc(Br)o1 (stereo not given)	-9%	0%	-1%	6%	2%	-7%	13%	4%	-2%	-5%
38	COc1cc(CN2CCc3ccccc3C2)ccc1O	-20%	/	-24%	5.6µM*	2.8µM*	?	-84%	3.5µM*	-14%	1%
39	CCCc1nnc(SCC(=O)Nc2cccc(C(F)(F)F)c2)o1	1%	-7%	0%	25%	-1%	-2%	-20%	5%	0%	1%
40	CCSc1nnc(-c2cccc(S(=O)(=O)N(CC)CC)c2)n1Cc1ccccc1	-2%	2%	-3%	-4%	/	-8%	-40%	-1%	-7%	1%
41	O=C(O)c1ccc(S(=O)(=O)N2CCc3ccccc3C2)cc1	-3%	-3%	6%	-6%	3%	0%	0%	6%	-1%	-6%
42	FC(F)(F)c1cccc(N2CCC(N=CN3CCCCCC3)=N2)c1	5%	9%	3%	24%	0%	10%	20%	1%	7%	?
43	CCN1CCCC1CNC(=O)c1ccc(Sc2ccc(F)cc2)c([N+](=O)[O-])c1 (stereo not given)	-1%	?	-2%	1%	-5%	-1%	-23%	4%	13%	0%
44	CCn1c(Sc2nc(C)nc3scc(-c4cccs4)c23)n[nH]c1=O	9%	17%	2%	-44%	-1%	-11%	-16%	?	-32%[inhibitor]	2%
45	C[C@@H](OC(=O)N(C)Cc1ccccc1)[C@H]1O[C@]2(C)CCCC[C@H]1O2	6%	/	10%	/	0%	4%	16%	/	17%	-1%
46	CCN1c2ccccc2-c2nc3ccccc3n2C1c1ccncc1 (stereo not given)	0%	-5%	-3%	-1%	7%	-2%	-13%	1%	-3%	-2%
47	O=C(CNC(=O)c1ccccc1F)Nc1ccc2c(c1)OCO2	/	/	/	/	5%	?	7.9µM*	/	?	/
48	CCn1c(SCC(=O)c2ccccc2)nc2sc3c(c2c1=O)CCN(C)C3	-1%	17%	16%	12%	-5%	6%	0%	-18%	13%	-15%
49	CC(=O)c1ccc(NC(=O)CCNS(=O)(=O)c2ccccc2F)cc1	-1%	1%	12%	-9%	5%	2%	-17%	3%	1%	0%
50	CCOC(=O)c1c(NC(=O)c2ccc(S(=O)(=O)N3CCOCC3)cc2)sc2c1CCN(C)C2	-3%	?	6%	6%	/	4%	-10%	?	-10%	-3%
